Screening data as filed in PubChem BioAssay.
CIT2 TOR yeast = modulators of CIT2-GFP expression in yeast, primary screen, S. cerevisiae, GFP fusion, multiplex flow cytometry, MLPCN library | S. cerevisiae CIT2-GFP strain, 3 h; 100 means same as DMSO wells | GFP response vs DMSO, % at 10 µM | actives 0.065% (n = 320,000) | AID 2029, 2009;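 active = GFP response relative to DMSO above a set limit, near the screen mean plus 3 SD, cut at about 150% in these data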;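 note: ratio of well median GFP fluorescence to mean of DMSO wells on the plate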
MCL1-BIM inh = inhibitors of MCL1 binding to BIM-BH3, primary screen, biochemical, fluorescence polarization; Induced myeloid leukemia cell differentiation protein Mcl-1 (Homo sapiens), Q07820; GST-MCL1 / FITC-Bim-BH3 fluorescence polarization; inhibition, % at 10.9 µM; actives 0.68% (n = 320,000); AID 2057, 2009;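 active = inhibition above the mean inhibition of all tested compounds plus 3 SD, set per campaign, cut at about 40% in these data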;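 note: 0% = DMSO wells and 100% = unlabeled Bim-BH3 peptide control; higher means more loss of mP so more displacement of Bim peptide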
Target sequence (Q07820 whole entry, looked up): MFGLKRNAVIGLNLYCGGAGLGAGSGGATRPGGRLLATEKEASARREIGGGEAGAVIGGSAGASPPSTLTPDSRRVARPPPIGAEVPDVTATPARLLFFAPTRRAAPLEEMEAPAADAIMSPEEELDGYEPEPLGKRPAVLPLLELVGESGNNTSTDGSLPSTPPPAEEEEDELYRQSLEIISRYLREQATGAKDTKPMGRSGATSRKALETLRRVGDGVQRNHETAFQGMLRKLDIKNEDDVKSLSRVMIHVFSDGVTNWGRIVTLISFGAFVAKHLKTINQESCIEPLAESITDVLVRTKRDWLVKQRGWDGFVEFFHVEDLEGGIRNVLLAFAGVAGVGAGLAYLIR
VLA-4 inh = inhibition in human VLA-4 binding assay, primary screen, VLA-4 allosteric modulator project, MLPCN library, flow cytometry, VLA-4 expressing cells | ligand binding flow cytometry | inhibition, % (about 7 µM as worked out from the volumes in the protocol) | actives 0.2% (n = 330,000) | Integrin alpha-4 (Homo sapiens), P13612; in the data active = inhibition above about 50%
AGP1 TOR yeast = modulators of AGP1-GFP expression in yeast TOR pathway, primary screen, cell-based, multiplex flow cytometry, S. cerevisiae, MLPCN library; 3 h; GFP as percent of DMSO wells; GFP response vs DMSO, % at 10 µM; actives 0.02% (n = 320,000);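 active = GFP response relative to DMSO above a set limit, near screen average plus 3 SD, cut at about 150% in these data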;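 note: median GFP channel fluorescence of the gated AGP1 strain per well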
GLD-1 TGE inh = GLD-1/TGE RNA complex disruptors, primary screen, biochemical, fluorescence polarization; inhibition, % at 5.96 µM; actives 0.44% (n = 320,000); purified GLD-1 + fluorescein TGE RNA; Female germline-specific tumor suppressor gld-1 (Caenorhabditis elegans), Q17339;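 active = percent inhibition above a per-plate cutoff, the plate mean of test compounds plus 3 SD, cut at about 30% in these data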;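 note: 0% = DMSO wells with GLD-1 and probe and 100% = wells lacking GLD-1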
Target sequence (Q17339 whole entry, looked up): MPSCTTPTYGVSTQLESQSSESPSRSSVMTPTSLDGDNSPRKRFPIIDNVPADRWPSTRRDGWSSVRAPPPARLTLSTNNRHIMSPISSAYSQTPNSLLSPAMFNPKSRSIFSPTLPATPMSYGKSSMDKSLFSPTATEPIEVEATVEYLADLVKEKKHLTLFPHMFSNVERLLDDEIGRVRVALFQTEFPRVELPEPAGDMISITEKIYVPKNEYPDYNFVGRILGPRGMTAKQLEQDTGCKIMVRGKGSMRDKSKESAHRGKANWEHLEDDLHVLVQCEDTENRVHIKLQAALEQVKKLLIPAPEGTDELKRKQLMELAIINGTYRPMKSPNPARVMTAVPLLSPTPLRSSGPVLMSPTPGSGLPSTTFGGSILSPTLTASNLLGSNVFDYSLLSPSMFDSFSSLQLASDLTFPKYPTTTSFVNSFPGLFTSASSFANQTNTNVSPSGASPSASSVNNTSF
Bcl-xL primary = inhibitors of human Bcl-xL, primary screen, biochemical, fluorescence polarization, HTS. AID 2129, 2009. inhibition, % at 10.9 µM. actives 0.7% (n = 320,000). GST-Bcl-xL / FITC-Bim BH3 peptide fluorescence polarization. Bcl-2-like protein 1 (Homo sapiens), Q07817;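 active = inhibition above the mean of all tested compounds plus 3 SD, cutoff set per campaign, cut at about 30% in these data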;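 note: 0% = DMSO wells and 100% = unlabeled Bim-BH3 peptide competitor; inhibitors lower millipolarization by displacing the labeled peptide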
CR mimetic SO = reduction of superoxide in aged yeast, primary screen, HTS. S. cerevisiae aged cells, superoxide DHE fluorescence; active compounds read low. superoxide response (% of plate mean), % at 10 µM. actives 0.18% (n = 330,000). AID 2690, 2010;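 active = superoxide response under a set limit, about three screen SD below normal, cut at about 65% in these data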;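 note: yeast aged for seven days with compound at 30 °C before DHE staining; 100% = average MFI of all compound-treated wells on the plate with controls excluded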
MEX-5 binding = MEX-5 zinc finger RNA-binding disruptors – biochemical, C. elegans, fluorescence polarization, MLPCN library, primary screen | MEX-5/FITC-TCR2 RNA binding; active compounds read low | activity score (negative = inhibition of binding), % at 10 µM | Zinc finger protein mex-5 (Caenorhabditis elegans), Q9XUB2 | actives 0.38% (n = 300,000) | AID 1832, 2009;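 active = inhibition past about -25% in most replicates, and total fluorescence under double the plate's negative control median, limit read from the data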;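 note: 0% = DMSO and -100% = 5 µM competing unlabeled TCR2 RNA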
GRK2 aptamer HTS = compounds blocking aptamer binding on GRK2 – biochemical, human GRK2, bead flow cytometry, HTS, primary screen. FAM-aptamer displacement from GRK2. inhibition of aptamer binding, % at 10 µM. AID 488847, 2010. actives 0.59% (n = 330,000);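 active = inhibition of aptamer binding above 40%, roughly 3 SD of noise, on plates passing a quality check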;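 note: median bead fluorescence of bound FAM aptamer so fluorescent compounds give negative values; no value below 0 was filed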
Starred values were filed as active, the others as inactive; x = not tested or not shown.

SMILES	CIT2 TOR yeast	MCL1-BIM inh	VLA-4 inh	AGP1 TOR yeast	GLD-1 TGE inh	Bcl-xL primary	CR mimetic SO	MEX-5 binding	GRK2 aptamer HTS
CCCOc1ccc(-c2cc3onc(-c4ccccc4)c3c(=O)n2C)cc1	79	x	1	88	2	x	88	x	1
CCOC(=O)CCC(=O)N1CCOCCN(C(=O)CCC(=O)OCC)CCOCC1	97	10	-4	103	2	7	102	-1.0	0
CCOc1cc(S(=O)(=O)N2CCN(C(=O)c3ccco3)CC2)ccc1F	105	1	8	91	3	2	92	-3.0	0
c1ccc(Cc2ccc(OCCN3CCOCC3)cc2)cc1	92	-3	9	86	-5	3	101	1.6	0
O=C(c1nc2ccccn2c1CNCCn1ccc2ccccc21)N1CCOCC1	95	14	5	101	20	14	102	0.2	0
Cc1ccccc1NC(=O)/C(C#N)=C/c1ccccc1C(F)(F)F	93	0	1	96	8	0	104	0.8	22
Cc1c(Cl)cccc1NC(=O)CC(NCCN1CCOCC1)C(=O)O (stereo not given)	101	11	6	103	-1	10	114	-3.1	0
CCOc1ncccc1C(=O)OCC(=O)N1CCN(S(=O)(=O)c2ccccc2)CC1	x	2	9	97	2	7	98	2.2	0
CCC(C)NS(=O)(=O)c1ccc(NC(=O)CCC2CCCCC2)cc1 (stereo not given)	112	2	20	113	1	0	105	-2.5	3
Cc1cc(C)cc(Nc2ccc(C(=O)O)cc2[N+](=O)[O-])c1	118	-5	8	106	5	-1	122	0.2	3
COc1ccc(NC(=O)c2c(-c3ccccc3)noc2C)c(OC)c1	97	0	4	101	8	3	104	-0.5	0
Cc1nonc1OCCNCc1c(C(=O)N2CCCCCCC2)nc2ccc(Cl)cn12	104	6	6	102	5	5	109	4.0	0
CN(Cc1nc(-c2cnccn2)no1)CC1CCN(Cc2ccccc2)CC1	104	-7	-2	102	0	1	98	0.0	5
Cc1ccc(-c2nc(C)sc2CC(=O)Nc2nnc(C)s2)cc1	94	-9	6	41	-4	-5	116	-2.6	1
COc1ccccc1NC(=O)C1CC(C(C)C)OC1=O (stereo not given)	102	-2	6	112	5	0	99	-0.7	1
O=C(COC(=O)c1ccco1)NC12CC3CC(CC(C3)C1)C2	105	x	-2	104	-1	x	104	x	0
NC(=O)c1ccc(NC(=O)COC(=O)c2ccccc2Nc2ccccc2)cc1	98	3	-2	97	-2	5	56*	1.1	0
O=C1CSC(=S)N1c1cccc(F)c1	119	3	0	110	3	-2	105	0.8	1
CCCC(O)(c1ccc(OC)cc1)C(CN1CCOCC1)c1ccccc1 (stereo not given)	102	9	4	95	6	8	98	0.4	19
O=C(NCc1ccccn1)c1ccccc1-c1ccccc1	103	9	4	101	0	3	98	2.1	1
C=CCc1cc(Cl)ccc1OCCCNC(C)C	101	10	-12	94	8	2	100	-2.6	0
O=C(O)CCCNc1n[nH]c(=O)[nH]c1=O	109	2	6	103	-7	1	112	-2.0	0
Cn1c(=O)c2c(nc(CN3CCOCC3)n2CCN2CCOCC2)n(C)c1=O	105	9	7	107	1	0	60*	1.5	0
Cc1ccc(SCC(=O)Nc2cccc(C)c2)cc1	75	-1	1	93	7	4	87	-3.3	0
COc1cc(NC(=O)[C@H](C)NC(=O)N2CCn3c2nc2ccccc23)cc(OC)c1	100	-3	-12	96	0	3	112	0.1	5
COCCn1c(SCC(=O)NCC2CCCO2)nc2c(c1=O)SCC2 (stereo not given)	107	14	18	117	-5	6	71	-3.0	1
O=C(Cn1cc(SCc2ccccc2Cl)c2ccccc21)N1CCOCC1	118	-5	9	109	5	2	94	1.4	1
Cc1cc(N=NC(=O)c2ccccc2)ccc1O	103	13	5	106	12	16	97	-0.1	2
COc1ccc(NC(=O)COc2ccc(/C=N/O)cc2OC)cc1	97	-2	-3	103	1	4	103	2.5	0
CCOCCCNC(=O)C(NC(=O)c1ccc(=O)[nH]c1)c1ccc(Cl)cc1 (stereo not given)	102	-4	-11	103	-1	3	90	-1.7	0
CC(C)CCNC(=O)NC(=O)CN1C(=O)NC2(CCCCC2)C1=O	101	2	4	105	0	3	104	2.6	0
O=C(N/N=C/c1coc2ccccc2c1=O)c1ccc(Cl)cc1	108	3	-7	110	1	1	123	1.1	0
O=C(Nc1ccccc1Sc1ccccc1)C1CCCO1 (stereo not given)	98	5	7	107	-6	2	109	0.3	1
O=c1cc2c(nn1Cc1cccc([N+](=O)[O-])c1)-c1ccccc1CC2	83	-5	13	103	1	1	89	-0.5	2
O=C(Nc1cc2c3c(c1)CC(=O)N3CCC2)c1ccccc1C(F)(F)F	103	0	16	111	4	8	97	-3.1	0
O=C(Nc1ncc(C(F)(F)F)cc1Cl)c1ccc(S(=O)(=O)N2CCOCC2)cc1	115	-1	9	113	-1	4	107	0.5	1
C[C@@]12C(=O)N(c3cccc(Cl)c3)C(=O)N1[C@@H]1c3ccccc3OC[C@@H]1[C@H]2c1ccccc1	95	x	14	102	3	x	93	x	7
CC(=O)Nc1ccccc1OC(C)C(=O)N1CCC(C)CC1 (stereo not given)	103	-15	6	103	-8	-2	112	2.3	0
Cc1nc(-c2ccccc2)sc1C(=O)CSc1ccc(Cl)cc1	97	9	30	104	-2	6	106	-0.7	1
Cc1ccc(-n2c(Cc3ccccc3)n[nH]c2=S)c(C)c1	106	0	-14	104	-3	-3	91	-0.2	28
COc1ccc(C(=O)N2CCOC2CNC(=O)C(=O)NCc2ccccc2Cl)cc1 (stereo not given)	98	0	19	101	-10	0	101	-0.2	2
CC(C)C(NC(=O)c1ccccc1)C(=O)NC1CCCc2ccccc21 (stereo not given)	96	-1	10	101	9	1	78	x	1
COc1ccc(C(=O)N2CCCC(C(=O)c3ccccc3OC)C2)cc1OC (stereo not given)	94	2	10	105	-4	2	109	-2.7	0
COc1ccccc1CNC(=O)C1CCCN(S(=O)(=O)c2ccc3c(c2)C(C)(C)C(=O)N3C)C1 (stereo not given)	104	-3	-15	106	-9	0	94	3.4	0
Cc1ccc(-c2cc(C(=O)N3CCN(c4ccc(F)cc4)CC3)c3ccccc3n2)o1	93	11	5	99	-3	5	93	0.4	1
CC(=O)Nc1ccc(NC(=O)C(C)OC(=O)c2cc(S(=O)(=O)N3CCOCC3)ccc2Cl)cc1 (stereo not given)	101	-6	1	104	0	-1	112	1.6	1
Cc1cc(Nc2ccc(F)cc2F)n2nc(C)nc2n1	101	3	20	105	5	6	98	-2.0	0
COc1ccc(-c2nnn3c2nc(NCc2ccccc2)c2ccccc23)cc1	98	4	2	77	2	3	82	2.1	0
Cc1cc(C(=O)COC(=O)c2cc(Cl)ccc2N)c(C)n1Cc1ccco1	96	1	3	97	9	2	101	3.4	2
O=C(CN1C(=O)c2cccnc2Oc2ccc(Cl)cc21)NCCc1ccccc1	94	4	-14	88	-2	9	100	0.7	3
COc1ccc(CC(=O)Nc2cc(Cl)ccc2N2CCCC2)cc1	98	-8	-4	74	9	-1	92	0.7	0
Cc1ccc(NC(=S)N(CCCN(C)C)Cc2cc3cc4c(cc3[nH]c2=O)OCO4)c(C)c1	99	1	-7	102	-3	4	85	4.3	0
COC(=O)c1ccc(C2Nc3ccccc3NC3=C2C(=O)CC(C)(C)C3)cc1 (stereo not given)	100	6	2	100	2	7	102	2.7	2
O=C1C2CCCCC2C(=O)N1c1ccc(NC2CCN(Cc3ccccc3)CC2)c([N+](=O)[O-])c1 (stereo not given)	110	6	1	100	-2	6	96	-2.5	0
Cc1cccc(/C(N)=N/OC(=O)c2ccccc2Cl)c1	123	9	-2	77	0	3	108	0.0	1
COc1ccc(OC)c(S(=O)(=O)NCCC2=CCCCC2)c1	92	-2	7	98	2	4	94	-0.4	0
O=C(NCCc1ccc(Cl)cc1)c1ccc2c(c1)OCCO2	99	0	6	93	-4	0	89	-0.7	0
COc1ccc(-c2nc(C(F)(F)F)c(OC)o2)cc1OC	101	-2	4	97	8	-1	102	-0.2	1
O=C(Nc1cccc(S(=O)(=O)NC2=NCCCCC2)c1)c1cc(-c2ccco2)nc2ccccc12	91	22	-9	101	-7	-3	114	2.2	4

Entries shown so far with an aryl methoxy group, in the order listed:
SMILES	CIT2 TOR yeast	MCL1-BIM inh	VLA-4 inh	AGP1 TOR yeast	GLD-1 TGE inh	Bcl-xL primary	CR mimetic SO	MEX-5 binding	GRK2 aptamer HTS
COc1ccc(NC(=O)c2c(-c3ccccc3)noc2C)c(OC)c1	97	0	4	101	8	3	104	-0.5	0
COc1ccccc1NC(=O)C1CC(C(C)C)OC1=O (stereo not given)	102	-2	6	112	5	0	99	-0.7	1
CCCC(O)(c1ccc(OC)cc1)C(CN1CCOCC1)c1ccccc1 (stereo not given)	102	9	4	95	6	8	98	0.4	19
COc1cc(NC(=O)[C@H](C)NC(=O)N2CCn3c2nc2ccccc23)cc(OC)c1	100	-3	-12	96	0	3	112	0.1	5
COc1ccc(NC(=O)COc2ccc(/C=N/O)cc2OC)cc1	97	-2	-3	103	1	4	103	2.5	0
COc1ccc(C(=O)N2CCOC2CNC(=O)C(=O)NCc2ccccc2Cl)cc1 (stereo not given)	98	0	19	101	-10	0	101	-0.2	2
COc1ccc(C(=O)N2CCCC(C(=O)c3ccccc3OC)C2)cc1OC (stereo not given)	94	2	10	105	-4	2	109	-2.7	0
COc1ccccc1CNC(=O)C1CCCN(S(=O)(=O)c2ccc3c(c2)C(C)(C)C(=O)N3C)C1 (stereo not given)	104	-3	-15	106	-9	0	94	3.4	0
COc1ccc(-c2nnn3c2nc(NCc2ccccc2)c2ccccc23)cc1	98	4	2	77	2	3	82	2.1	0
COc1ccc(CC(=O)Nc2cc(Cl)ccc2N2CCCC2)cc1	98	-8	-4	74	9	-1	92	0.7	0
COc1ccc(OC)c(S(=O)(=O)NCCC2=CCCCC2)c1	92	-2	7	98	2	4	94	-0.4	0
COc1ccc(-c2nc(C(F)(F)F)c(OC)o2)cc1OC	101	-2	4	97	8	-1	102	-0.2	1
